# Source: PubChem BioAssay
# NCOA3 inh: inhibits human SRC3 coactivator | inhibition, % at 3.6 µM | hit rate 0.17% among 360,000 | HEK293 GAL4-SRC3 luciferase reporter, luminescence | Q9Y6Q9;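 active = inhibition above a per-campaign cutoff, the mean of all compounds plus 3 SD, cut at about 60% in these data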;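 also: 0% = DMSO-treated cells and 100% = gossypol-treated cells at 36 µM; higher means less SRC3-driven luciferase light from the GAL4 reporter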
# Exocytosis inh: lytic granule exocytosis inhibition. hit rate 0.66% among 360,000. TALL-104 LAMP-1 surface exposure, flow cytometry; cells stimulated with thapsigargin and PMA. inhibition, % at 10 µM;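 active = inhibition above about 55%, limit read from the data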
# ABHD5-PLIN5 inh: blocks binding of human ABHD5 to perilipin-5. inhibition, % at 4 µM. Q00G26+Q8WTS1. hit rate 0.78% among 360,000. AID 602281. Split G. princeps luciferase complementation, luminescence, 4 h;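 active = inhibition above the mean inhibition across every tested compound plus 3 SD, cut at about 22% in these data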;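 also: 0% = DMSO only wells and the 100% control is not disclosed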
# TWEAK Fn14 block: blocks TWEAK-Fn14 interaction in a reporter cell assay. hit rate 2% among 360,000. inhibition, % at 10 µM. TWEAK-stimulated Fn14 reporter cells, luciferase luminescence, 8 h; in the data active = inhibition above about 50%
# TROY NFkB inh: TROY signaling inhibition | inhibition, % at 10 µM | hit rate 0.98% among 360,000 | Q293 LMP1-TROYcd NF-kB luciferase reporter, 4 h | AID 1347056;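 active = compounds whose plate-normalised and pattern-corrected inhibition of the luciferase reporter signal at the single screening dose is 50% or more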
# NCOA1 inh: human NCOA1 inhibition; HEK293 GAL4-SRC1 luciferase reporter, luminescence; hit rate 0.12% among 360,000; inhibition, % at 3.6 µM; Q15788;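 active = inhibition above the campaign mean plus 3 SD, with each screening campaign given its own cutoff, cut at about 60% in these data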;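 also: 0% = DMSO treated cells and 100% = gossypol at 36 µM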
# COUP-TFII inh: NR2F2 (human) inhibition, primary screen. P24468. HEK293T NGFI-A luciferase reporter, luminescence. inhibition, % at 8.6 µM. hit rate 0.7% among 370,000;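 active = inhibition above a per-plate cutoff, mean inhibition of test wells between control levels plus 3 SD, cut at about 38% in these data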;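 also: cells cotransfected with COUP-TFII expression vector driving the NGFI-A reporter; 0% = median of COUP-TF2 test wells and 100% = reporter-only cells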
# SRC2 inh: human SRC2 (NCOA2) inhibition. hit rate 0.17% among 370,000. inhibition, % at 9 µM. HEK293 GAL4-SRC2 luciferase reporter, luminescence. Q15596;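 active = inhibition above the mean inhibition of all tested compounds plus 3 SD, set per campaign, cut at about 52% in these data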;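 also: 0% = DMSO treated cells and 100% = cells given Gossypol at 36 µM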
# NR5A2 inv ag: suppresses constitutive activity of human LRH-1 | HEK293T StAR-luciferase reporter, LRH-1 transfected, 24 h | O00482 | AID 602396 | inhibition, % at 3.6 µM | hit rate 0.13% among 360,000;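 active = inhibition above the mean inhibition of all tested compounds plus 3 SD, cut at about 73% in these data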;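 also: 0% = DMSO wells and 100% = reporter-only cells lacking LRH-1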
# TLR9-MyD88 inh: TLR9-MyD88 interaction inhibition; Q9NR96+Q99836; CHO BLA complementation TLR9-MyD88, CCF4 FRET ratio; inhibition, % at 4.98 µM; hit rate 0.21% among 340,000; AID 504734;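 active = inhibition above the mean over all tested compounds plus 3 SD, cut at about 21% in these data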;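 also: 0% = DMSO only wells and 100% = clavulanate BLA inhibitor control wells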
# Target sequence (Q99836 whole entry, looked up): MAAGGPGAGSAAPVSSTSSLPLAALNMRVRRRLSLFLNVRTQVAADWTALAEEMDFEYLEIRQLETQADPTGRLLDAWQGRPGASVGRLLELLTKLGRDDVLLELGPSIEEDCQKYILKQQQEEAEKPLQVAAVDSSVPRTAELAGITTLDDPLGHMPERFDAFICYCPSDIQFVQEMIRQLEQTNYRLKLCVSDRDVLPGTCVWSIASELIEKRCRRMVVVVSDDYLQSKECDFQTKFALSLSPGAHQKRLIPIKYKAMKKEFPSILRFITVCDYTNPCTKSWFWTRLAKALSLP
# Target sequence (Q9NR96 whole entry, looked up): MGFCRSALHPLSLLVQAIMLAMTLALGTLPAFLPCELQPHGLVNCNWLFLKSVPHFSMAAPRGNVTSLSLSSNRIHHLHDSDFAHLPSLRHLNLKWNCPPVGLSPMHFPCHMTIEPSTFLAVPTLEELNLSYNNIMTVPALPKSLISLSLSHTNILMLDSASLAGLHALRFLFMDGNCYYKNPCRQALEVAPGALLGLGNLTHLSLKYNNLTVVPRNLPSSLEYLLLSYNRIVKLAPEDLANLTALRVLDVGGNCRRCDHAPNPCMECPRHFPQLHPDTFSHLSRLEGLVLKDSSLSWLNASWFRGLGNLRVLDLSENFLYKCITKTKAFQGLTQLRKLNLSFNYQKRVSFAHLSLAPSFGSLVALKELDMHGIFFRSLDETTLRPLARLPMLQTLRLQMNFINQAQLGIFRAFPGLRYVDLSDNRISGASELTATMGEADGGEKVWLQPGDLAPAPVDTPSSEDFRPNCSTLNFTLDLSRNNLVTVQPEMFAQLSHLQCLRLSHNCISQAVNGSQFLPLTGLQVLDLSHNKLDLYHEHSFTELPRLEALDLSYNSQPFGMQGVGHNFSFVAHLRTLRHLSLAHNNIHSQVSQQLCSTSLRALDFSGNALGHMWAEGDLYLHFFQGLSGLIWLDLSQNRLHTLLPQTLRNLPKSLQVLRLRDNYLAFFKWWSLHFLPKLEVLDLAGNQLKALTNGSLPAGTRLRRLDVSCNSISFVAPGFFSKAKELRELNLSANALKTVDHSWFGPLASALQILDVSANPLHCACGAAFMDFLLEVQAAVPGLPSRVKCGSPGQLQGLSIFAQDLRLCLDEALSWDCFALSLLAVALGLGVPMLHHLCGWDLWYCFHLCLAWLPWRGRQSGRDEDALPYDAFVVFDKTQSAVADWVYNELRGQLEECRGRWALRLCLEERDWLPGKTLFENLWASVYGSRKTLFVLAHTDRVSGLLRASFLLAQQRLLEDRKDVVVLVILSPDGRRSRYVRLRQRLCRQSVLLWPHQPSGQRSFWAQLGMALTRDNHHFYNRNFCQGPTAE
# NOD2 RIPK2 PPI: blocks binding of human NOD2 to RIPK2 | O43353 | CHO BLA complementation NOD2-RIPK2, CCF4 ratio | inhibition, % at 4.98 µM | hit rate 0.38% among 360,000; in the data active = inhibition above about 21%;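 also: 0% = vehicle only and 100% = reference blocker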
# Active calls of the source: *; nt = not tested or not shown. Not all compounds are listed; rates above refer to the full screens.
SMILES,NCOA3 inh,Exocytosis inh,ABHD5-PLIN5 inh,TWEAK Fn14 block,TROY NFkB inh,NCOA1 inh,COUP-TFII inh,SRC2 inh,NR5A2 inv ag,TLR9-MyD88 inh,NOD2 RIPK2 PPI
O=C(N/C(=C\c1cccc([N+](=O)[O-])c1)C(=O)N1CCOCC1)c1cccc(Br)c1,-12,-1,-3,12,2,-64,-9,-15,-5,-7,-2
C[C@H](NC(=O)[C@@H]1CSC2c3ccccc3C(=O)N21)C(=O)NC1CCCC1 (stereo not given in full),3,-13,-2,-14,-18,-9,-7,-14,-9,4,10
CC1(c2nnc(Cc3ccccc3)o2)CC(c2ccc([N+](=O)[O-])cc2)=NO1 (stereo not given),-4,-6,-1,3,-5,4,-4,8,1,-2,-17
CC[C@@]1(C(=O)OC)N[C@H](CN(C)C(=O)Nc2ccc(C)cc2)[C@@H]2C(=O)N(C)C(=O)[C@@H]21,9,0,0,-11,-24,3,11,3,13,-6,-3
CCC(=O)N1CCN(c2ccc(NC(=O)COc3ccc(C)cc3C)cc2)CC1,14,7,-4,15,22,7,24,9,14,-11,-15
O=C(Cn1ccc([N+](=O)[O-])n1)N1CCc2ccccc21,12,-2,0,-4,14,13,-6,-13,12,3,-2
COc1ccccc1NC(=O)/C(=N/OCc1ccc(F)cc1)C(C)=O,-2,1,-3,14,5,17,-5,-11,9,2,2
COc1ccc2oc(-c3ccccc3)c(C(=O)O)c2c1,-23,-1,-3,-15,-10,6,7,8,-15,-13,-5
Cc1ccc(-c2cc(C(=O)Nc3ccc(S(=O)(=O)N4CC(C)OC(C)C4)cc3)[nH]n2)c(O)c1 (stereo not given),18,1,2,-2,20,4,20,4,7,3,-14
Cc1ccnc(NC(=O)c2cccc(NC(=O)c3ccccc3C)c2)c1,0,-12,5,0,-28,0,12,7,-16,-1,-12
Cc1cc(C)c2nc(-c3cccnc3)cc(C(=O)Nc3ccc(S(=O)(=O)Nc4onc(C)c4C)cc3)c2c1,-17,-1,-4,-3,3,1,-3,-33,-24,-4,4
COc1cc(C(=O)N2CCCCC2c2cc(C(=O)NC(C)C)no2)cc(OC)c1C (stereo not given),-5,-1,-3,14,1,-1,27,-6,-28,nt,-10
CS(=O)(=O)c1ccc(-c2sc3cc4c(cc3c2C(=O)NN2CCOCC2)OCO4)cc1,-4,-6,9,6,-15,-5,-18,-13,-1,4,-3
Cc1nc(C)c(-c2ccc(SCc3ccccc3C)nn2)s1,-42,10,1,-2,-50,-26,3,-34,-45,-19,-8
Cn1c(=O)c2[nH]c(N3CCOCC3)nc2n(-c2ccccc2)c1=O,17,-3,5,11,2,-8,11,9,-3,5,-5
CC(C)(C)OC(=O)C1C(=O)CC(C)(O)C(C(=O)OC(C)(C)C)C1c1cccnc1 (stereo not given),1,-2,-4,1,13,8,-11,-2,-17,-1,3
Cc1ccc(NC(=O)c2noc3c2CC(C(C)(C)C)CC3)cc1 (stereo not given),10,-1,-1,-24,-4,-20,7,11,19,-2,-5
CCCCCOC(=O)Nc1ccc(S(=O)(=O)Nn2cnnc2)cc1,0,0,-8,8,1,-13,13,9,5,-5,-6
CCN(CC)S(=O)(=O)c1ccc(C(=O)N2CCc3ccccc32)cc1,-5,-5,0,-9,7,-8,-5,26,6,8,4
CC(OC(=O)CNC(=O)c1ccc(Cl)cc1)C(=O)NC1CCCCC1C (stereo not given),8,4,6,-8,-45,-20,-5,-6,-17,-3,3
Nc1nc2ccccc2n1CCOc1ccccc1Cl,10,2,13,-8,2,-12,1,5,19,-10,2
C[C@H]1C=C(C(=O)N2CCN(Cc3ccc4c(c3)OCO4)CC2)O[C@@H](OCc2ccc(CO)cc2)C1,2,9,-5,-47,0,-14,6,-13,20,0,-9
COc1ccc(S(=O)NC2CCCCC2)c(OC)c1C (stereo not given),-16,-2,1,-9,-20,2,4,-13,9,-8,0
COc1ccc(CC(=O)Nc2c3c(nn2-c2ccccc2C)CS(=O)C3)cc1 (stereo not given),-7,1,-2,4,6,16,-4,-2,5,5,0
COc1ccc(C(=O)/C=C2/C(=O)Nc3ccccc32)cc1OC,3,-13,43*,-12,8,-16,12,-26,0,5,10

# (further entries)
SMILES,NCOA3 inh,Exocytosis inh,ABHD5-PLIN5 inh,TWEAK Fn14 block,TROY NFkB inh,NCOA1 inh,COUP-TFII inh,SRC2 inh,NR5A2 inv ag,TLR9-MyD88 inh,NOD2 RIPK2 PPI
CC1O[C@@H]2O[C@](O[C@H](C)CC[C@@H](C)O)(c3ccccc3)O[C@@H]2C[C@H]1O (stereo not given in full),-23,1,3,7,17,-7,2,20,10,-5,-42
Cc1ccc(C(=O)Nn2cnc3scc(-c4cccs4)c3c2=O)c(O)c1,9,-2,5,29,-18,-4,8,-17,-11,-5,-8
O=C1Nc2ccccc2N=C(c2ccccc2)C1N(Cc1ccc(F)cc1)C(=O)c1cccnc1 (stereo not given),12,-1,0,3,-13,5,5,-23,-19,nt,-7
O=C(NCc1cccnc1)c1cc(C2CCCCN2C(=O)c2ccc3ccccc3c2)on1 (stereo not given),14,-2,1,14,-3,5,16,8,26,nt,-3
NC(=O)c1ccccc1N/C=C/C(=O)c1ccco1,-70,-3,-4,-29,nt,-70,-36,-83,-110,1,7
Cc1sc2ncnc(N3CCC(C(=O)Nc4ccc(F)cc4Cl)CC3)c2c1C,11,-5,-7,23,39,-6,2,5,-16,1,-4
O=C(NCc1ccc(F)cc1F)[C@@H]1CCCN1C(=O)[C@@H]1CCCN1C(=O)c1cccc(Cl)c1,nt,-4,-1,23,2,nt,3,4,-17,nt,-12
COc1ccc(C(=O)NCCCNC(=O)c2cc3ccccc3[nH]2)cc1OC,-7,-9,0,-3,16,-23,7,-47,-13,8,-13
COC(=O)CCCC(=O)N1CCCC(CCC(=O)NCc2ccc(F)c(F)c2)C1 (stereo not given),12,3,-1,-17,-18,-5,2,-11,-9,4,-10
Cc1csc(N=Nc2ccc(N(C)C)cc2)[n+]1[O-],-21,7,29*,86*,75*,-11,19,14,-52,5,-4
Cc1cccc(C(=O)NCc2nnc(SCC(=O)NC3=NCCS3)n2C)c1,0,-14,-7,14,-11,-5,-24,-16,5,-17,-3
CCC(=O)Nc1cccc(C(=O)/C=C/c2ccc(F)cc2)c1,26,-2,46*,72*,19,11,1,-24,-8,2,19
c1ccc2sc(NC3=NCN(CC4CCCO4)CN3)nc2c1 (stereo not given),-47,0,4,-17,-22,-27,-13,-34,-18,4,-9
CC(/C=N\NC(=O)c1ccc(C)nc1)=C\c1ccccc1,-7,-3,-2,-3,-2,6,-21,-2,-39,8,2
Cc1cccc2cc(C(c3nnnn3CC3CCCO3)N3CCOCC3)c(=O)[nH]c12 (stereo not given),-3,1,-4,-17,-33,10,-5,9,-6,3,5
O=C(N/N=C/c1cn(-c2ccccc2)nc1-c1cccnc1)c1ccc(F)cc1,-9,-4,2,6,-11,7,-13,-9,-3,3,-4
CCn1cc(C(=O)N2CCN(c3ccc(F)cc3)CC2)c2cc(OC)c(OC)cc2c1=O,9,-2,-1,-6,8,1,14,-4,-1,1,5
CC(NS(=O)(=O)OCC(Cl)(Cl)Cl)c1ccc(Br)cc1 (stereo not given),20,-3,-8,6,8,-3,19,-16,-3,-1,0
CCCNC(=O)CN(C)S(=O)(=O)c1c(C)cc(C)cc1C,0,15,-3,-7,-19,-7,13,-6,14,2,-1
CN(CC(=O)NCc1ccco1)CC(=O)Nc1ccc(F)c(F)c1F,7,-1,4,-11,15,11,7,3,5,-3,-11
NC1=NC(=O)S/C1=C\c1ccc(O)cc1,23,-1,8,9,-18,-18,-12,4,2,0,3
CCC(CC)=N/N=C/c1c(O)n(CC)c2cc(C3=NNC(=O)CC3)ccc12,-8,0,-9,-44,4,-2,-14,-46,-8,-12,-3
Cc1ccc(OCc2nnc(SCC(=O)CC(=O)Nc3ccccc3)o2)cc1,-3,-1,4,-11,17,-4,14,6,-12,8,7
Cc1c(N=C2SCC(=O)N2/N=C/c2ccccc2Cl)c(=O)n(-c2ccccc2)n1C,16,0,4,-30,-17,6,-5,-12,21,-7,-42
CCOC(=O)CC(=O)CSc1nc2c(c(C)c1C#N)CCC2,-8,-2,0,8,-13,-24,14,3,-31,-6,3
COc1cccc(NC(=O)/C=C/c2ccccc2[N+](=O)[O-])c1,-45,12,-5,-14,-68,-69,-38,-42,-93,7,4
COc1ccc(NC(=O)C2c3ccccc3OCC(=O)N2Cc2ccc3c(c2)OCO3)cc1 (stereo not given),nt,3,-13,9,3,nt,1,-27,-14,nt,-10

# Structural class, the compounds so far containing fluorine
SMILES,NCOA3 inh,Exocytosis inh,ABHD5-PLIN5 inh,TWEAK Fn14 block,TROY NFkB inh,NCOA1 inh,COUP-TFII inh,SRC2 inh,NR5A2 inv ag,TLR9-MyD88 inh,NOD2 RIPK2 PPI
COc1ccccc1NC(=O)/C(=N/OCc1ccc(F)cc1)C(C)=O,-2,1,-3,14,5,17,-5,-11,9,2,2
O=C1Nc2ccccc2N=C(c2ccccc2)C1N(Cc1ccc(F)cc1)C(=O)c1cccnc1 (stereo not given),12,-1,0,3,-13,5,5,-23,-19,nt,-7
Cc1sc2ncnc(N3CCC(C(=O)Nc4ccc(F)cc4Cl)CC3)c2c1C,11,-5,-7,23,39,-6,2,5,-16,1,-4
O=C(NCc1ccc(F)cc1F)[C@@H]1CCCN1C(=O)[C@@H]1CCCN1C(=O)c1cccc(Cl)c1,nt,-4,-1,23,2,nt,3,4,-17,nt,-12
COC(=O)CCCC(=O)N1CCCC(CCC(=O)NCc2ccc(F)c(F)c2)C1 (stereo not given),12,3,-1,-17,-18,-5,2,-11,-9,4,-10
CCC(=O)Nc1cccc(C(=O)/C=C/c2ccc(F)cc2)c1,26,-2,46*,72*,19,11,1,-24,-8,2,19
O=C(N/N=C/c1cn(-c2ccccc2)nc1-c1cccnc1)c1ccc(F)cc1,-9,-4,2,6,-11,7,-13,-9,-3,3,-4
CCn1cc(C(=O)N2CCN(c3ccc(F)cc3)CC2)c2cc(OC)c(OC)cc2c1=O,9,-2,-1,-6,8,1,14,-4,-1,1,5
CN(CC(=O)NCc1ccco1)CC(=O)Nc1ccc(F)c(F)c1F,7,-1,4,-11,15,11,7,3,5,-3,-11

# Filtered by structure, those above with a tert-butyl group (2)
SMILES,NCOA3 inh,Exocytosis inh,ABHD5-PLIN5 inh,TWEAK Fn14 block,TROY NFkB inh,NCOA1 inh,COUP-TFII inh,SRC2 inh,NR5A2 inv ag,TLR9-MyD88 inh,NOD2 RIPK2 PPI
CC(C)(C)OC(=O)C1C(=O)CC(C)(O)C(C(=O)OC(C)(C)C)C1c1cccnc1 (stereo not given),1,-2,-4,1,13,8,-11,-2,-17,-1,3
Cc1ccc(NC(=O)c2noc3c2CC(C(C)(C)C)CC3)cc1 (stereo not given),10,-1,-1,-24,-4,-20,7,11,19,-2,-5
